# ABCB6 inh MLPCN – ABCB6 transporter inhibitors, primary screen, K562-ABCB6 cells, flow cytometry, MLPCN library. ATP-binding cassette sub-family B member 6 (Homo sapiens), Q9NP58. K562-ABCB6 porphyrin accumulation, 1 h; stronger effect = lower value. fluorescence ratio to DMSO, % at 10 µM. 360,000 tested, 0.19% active;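 active = fluorescence ratio to DMSO below 75%, the collection mean minus 3 SD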;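 note: signal is porphyrin accumulated inside mitochondria; 100% equals median channel fluorescence of DMSO control wells; lower ratio means ABCB6 inhibition with less porphyrin fluorescence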
# Target sequence (Q9NP58 whole entry, looked up): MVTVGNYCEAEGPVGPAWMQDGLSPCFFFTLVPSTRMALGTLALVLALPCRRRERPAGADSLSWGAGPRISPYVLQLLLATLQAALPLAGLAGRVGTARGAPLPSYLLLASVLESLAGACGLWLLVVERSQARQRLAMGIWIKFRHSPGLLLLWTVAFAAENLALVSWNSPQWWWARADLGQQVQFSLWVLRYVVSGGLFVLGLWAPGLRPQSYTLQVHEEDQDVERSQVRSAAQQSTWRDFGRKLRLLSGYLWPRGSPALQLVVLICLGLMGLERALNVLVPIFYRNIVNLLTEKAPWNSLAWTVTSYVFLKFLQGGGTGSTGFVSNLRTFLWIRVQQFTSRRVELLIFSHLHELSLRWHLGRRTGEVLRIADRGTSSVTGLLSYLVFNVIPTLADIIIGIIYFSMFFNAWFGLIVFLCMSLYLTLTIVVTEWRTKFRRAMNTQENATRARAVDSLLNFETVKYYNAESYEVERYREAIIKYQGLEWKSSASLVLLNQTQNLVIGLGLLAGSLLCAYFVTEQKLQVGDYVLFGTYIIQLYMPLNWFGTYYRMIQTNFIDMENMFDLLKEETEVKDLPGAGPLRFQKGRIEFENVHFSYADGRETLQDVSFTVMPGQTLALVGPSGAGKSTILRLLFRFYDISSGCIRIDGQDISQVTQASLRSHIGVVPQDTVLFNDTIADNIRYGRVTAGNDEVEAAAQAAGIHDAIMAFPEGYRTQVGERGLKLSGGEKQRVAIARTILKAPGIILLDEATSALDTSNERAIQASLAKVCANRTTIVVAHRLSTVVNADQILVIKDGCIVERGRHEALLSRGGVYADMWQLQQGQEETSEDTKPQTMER
# MC4R antag cAMP – MC4R antagonists of cAMP signaling, primary screen, cell-based, TR-FRET, antagonist arm of biased-ligand search. 360,000 tested, 0.48% active. Melanocortin receptor 4 (Homo sapiens), P32245. AID 540295, 2011. MC4R-expressing cells, MTII-stimulated cAMP, LANCE TR-FRET. inhibition, % at 6.5 µM;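 active = inhibition above its plate's cutoff, the mean of tested wells on that plate plus 3 SD, cut at about 29% in these data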;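 note: 0% = Melanotan II alone and 100% = Melanotan II plus saturating MCL0020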
#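 System: U2OS-MC4R stable cell line; Technique: Eu-cAMP/anti-cAMP TR-FRET, emission 671 nm; Repeats: single well per compound; Also added: Melanotan II; Dosing: one concentration, 6.5 µM nominal; Schedule: 30-min compound, 1-h challenge, 1-h detection, room temperature.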
# Granule exo inh – LAMP-1 surface exposure blockers, TALL-104 cells – cell-based, flow cytometry, MLPCN library, primary screen. TALL-104 LAMP-1 surface exposure; cells stimulated with thapsigargin and PMA. inhibition, % at 10 µM. 360,000 tested, 0.66% active;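 active = inhibition above about 55%, limit read from the data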
# H9c2 protect – cardioprotection against H2O2-induced cell death, primary screen, uHTS, H9c2 cells, ATPLite luminescence; 360,000 tested, 0.63% active; AID 588492, 2011; protection from H2O2 cell death, % at 20 µM; H9c2 cardiomyocytes, H2O2 injury protection, 2 h;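 active = compounds giving at least 50% protection of heart cells from peroxide-induced death in the single-dose screen, raw or plate-pattern-corrected value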;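 note: 0% = DMSO wells with peroxide and 100% = DMSO wells without peroxide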
# aDG glyco act – activators of alpha-DG glycosylation, primary screen, uHTS, Pro5-aDG cells, AlphaScreen; alpha-DG glycosylation AlphaScreen (IIH6); 0% Pro5, 100% B10-LARGE cell signal; activation, % at 10 µM; 360,000 tested, 0.22% active; AID 624168, 2012;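 active = activation of at least 8% versus controls, or a plate z-score of at least 8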;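 note: Pro5 are CHO cells carrying HIG-tagged alpha-DG that lacks glycosylation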
# N-glyco inh – increase of ERlucT glycosylation luciferase signal, primary screen, N-linked glycosylation inhibitor project, D54 ERlucT cells, luminescence, set 2. reporter increase, % at 12.5 µM. 360,000 tested, 0.23% active. D54 ERlucT glycosylation luciferase reporter, 24 h; percent of 100 nM tunicamycin response. AID 588692, 2011;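 active = mean luciferase reporter signal, scaled so untreated is 0 and the glycosylation-blocking control 100, at or above a set limit in every replicate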;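 note: luciferase carries N-glycosylation sites so blocking glycosylation raises the light; 0% = median of neutral control wells and 100% = median of 100 nM tunicamycin wells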
# iPSC survival up – enhancers of single-cell hiPSC survival, primary screen, ATPlite luminescence | 360,000 tested, 0.044% active | survival enhancement, % at 20 µM | AID 602274, 2012 | 100% = ROCK inhibitor wells, 0% = DMSO; in the data active = survival enhancement above about 18%;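 note: cells exposed to compounds for 16 hours before the ATP read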
# m5-HT2A agonist – mouse Htr2a agonists via beta-arrestin recruitment, primary screen, cell-based, luminescence; 5-hydroxytryptamine receptor 2A (Mus musculus), P35363; CHO-K1 mHTR2A beta-arrestin complementation; percent of 30 µM serotonin response; activation, % at 7.6 µM; 360,000 tested, 0.66% active;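 active = activation above a run cutoff, the mean activation of all tested compounds plus 3 SD, cut at about 14% in these data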;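 note: 0% = plate median of compound wells and 100% = 30 µM serotonin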
# ABHD5-PLIN5 inh – ABHD5-PLIN5 interaction inhibitors, primary screen, cell lysate, split luciferase complementation, luminescence. Perilipin-5 (Homo sapiens) + 1-acylglycerol-3-phosphate O-acyltransferase ABHD5 (Homo …. Split G. princeps luciferase complementation, 4 h. inhibition, % at 4 µM. 360,000 tested, 0.78% active. AID 602281, 2012;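 active = inhibition above the mean inhibition across every tested compound plus 3 SD, cut at about 22% in these data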;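 note: 0% = DMSO only wells and the 100% control is not disclosed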
# MC4R barr agon – MC4R agonists recruiting beta-arrestin, primary screen, cell-based, luminescence, agonist arm of biased-ligand search. Melanocortin receptor 4 (Homo sapiens), P32245. U2OS MC4R beta-arrestin complementation; percent of melanotan II response, DMSO zero. activation, % at 8.9 µM. 360,000 tested, 0.98% active;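 active = activation above a per-plate cutoff, the mean activation of sample wells on that plate plus 3 SD, cut at about 8% in these data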
# Active calls of the source: *; i = inactive; nt = no result given; & = joins results of further samples.
# The line under a structure holds: ABCB6 inh MLPCN	MC4R antag cAMP	Granule exo inh	H9c2 protect	aDG glyco act	N-glyco inh	iPSC survival up	m5-HT2A agonist	ABHD5-PLIN5 inh	MC4R barr agon
1. Oc1oc(-c2ccccc2)nc1/C=N/c1ccccn1
    100	-5	-1	1	0.9	-3	-1.3	4	9	2.9
2. CCOc1cc2c(cc1OCC)C(c1ccc(OC)c(OC)c1)N(c1ccc(C(=O)O)cc1)C(=O)C2 (stereo not drawn)
    101	6	-1	2	0.4	1	-0.7	1	-4	-0.5
3. COc1cc(C(=O)N2CCN(c3ccccn3)CC2)cc(OC)c1OC
    100	-3	3	3	-0.1	2	0.4	-2	-4	-0.5
4. CN(CC(CC(=O)Nc1nncs1)c1ccccc1)S(=O)(=O)c1ccccc1 (stereo not drawn)
    95	2	2	-2	0.3	-4	1.1	-6	2	0.1
5. COc1ccc(/C=C/C2=CC(C)(C)NC(=S)N2)cc1OC
    98	-9	1	8	0.0	1	-0.5	9	-4	-1.1
6. O=C(Nc1ccc(Cl)c(Cl)c1)c1ccc2c(c1)OCO2
    96	9	18	-17	0.1	-12	-0.5	-6	-8	9.3*
7. Cc1cc(NS(=O)(=O)c2ccccc2)no1
    96	-4	-2	3	0.8	0	-0.1	-1	2	-0.7
8. CCCN(CCC)CCNC(=O)Cn1cnc2sc(C)c(S(=O)(=O)N3CCOCC3)c2c1=O
    101	3	0	-2	0.1	1	-1.2	5	-6	2.5
9. Cc1cc(=O)[nH]c2c(C)cc(S(=O)(=O)NCc3ccccc3)cc12
    93	-11	3	0	0.2	6	-0.1	4	0	-2.1
10. CCOC(=O)C1(C)C(=O)CC2c3nc4ccccc4cc3CN2C1=O (stereo not drawn)
    96	5	-2	5	-0.1	1	1.0	-36	1	-3.8
11. Cc1nc2ccc(C(=O)N3CCCC(CO)(Cc4ccc(F)cc4F)C3)cc2nc1C (stereo not drawn)
    100	13	-6	0	0.0	0	-0.3	-12	8	-0.9
12. O=C(O)/C=C/c1ccc(S(=O)(=O)Nc2cccnc2)cc1
    104	27	-5	0	0.1	2	-0.4	9	0	0.9
13. COc1cccc(NC(=O)CN(C)C(=O)CSc2ncnc3sc(C)c(C)c23)c1
    99	10	-9	2	0.1	4	0.5	-1	0	0.7
14. O=C(NC1CCC1)C1CCC(=O)N(Cc2ccccc2F)C1 (stereo not drawn)
    95	9	3	3	-0.2	0	0.1	5	-3	-2.8
15. CC(Oc1ccc(C(=O)c2ccccc2)cc1)C(=O)Nc1ccc(S(N)(=O)=O)cc1 (stereo not drawn)
    94	7	0	-7	0.6	-1	-0.2	-2	5	-1.0
16. COc1ccc(S(=O)(=O)N2CCN(Cc3ccccc3)CC2)cc1
    99	0	1	-7	-0.2	-3	-0.2	-6	-3	-0.4
17. Cc1ccc(/C=N/NC(=O)CNC(=O)c2ccc(S(=O)(=O)N(C)C)cc2)cc1
    86	-5	-2	-10	0.0	5	-0.7	0	-2	-1.1
18. CC(=O)Nc1cccc(OCC(O)Cn2c(C)nc3ccccc32)c1 (stereo not drawn)
    94	-4	3	-5	0.1	-2	-0.9	-1	14	2.7
19. CCCN1CCC(=O)N(CCN=[N+]=[N-])CC1
    91	-1	-5	0	-0.2	0	-0.4	7	-6	1.0
20. Cc1ccc2cc(NC(=O)c3ccc(C(C)(C)C)cc3)ccc2n1
    92	20	2	-3	0.1	-3	-0.5	-6	-1	0.4
21. Cc1cc(C)c(NC(=O)c2cc(S(=O)(=O)N3CCOCC3)ccc2F)c(C)c1
    106	2	2	1	0.5	2	0.1	-1	1	-1.9
22. O=C1Nc2c(c(=O)[nH]c(=O)n2-c2ccccc2)C1(Nc1ncccn1)C(F)(F)F (stereo not drawn)
    100	2	0	20	-0.1	1	-4.0	1	3	0.6
23. O=C(O)CSc1nnc(-c2ccc3c(c2)OCO3)o1
    101	4	-4	0	-0.2	1	-1.2	-3	0	2.0
24. CCCN=C1NC(=O)C(CC(=O)NCCc2ccccc2)S1 (stereo not drawn)
    109	13	7	3	-1.3	0	-2.0	1	0	-0.3
25. O=C(Cc1cccs1)N/N=C/C=C/c1ccco1
    98	5	3	0	-0.2	-1	2.9	1	22	0.0
26. Cc1ccc(F)cc1NC(=O)N1CCCN(c2ccc(C(F)(F)F)cn2)CC1
    99	6	-7	-1	-0.1	1	-0.7	1	-8	-1.8
27. COc1ccc2c(c1)-c1c(sn(-c3ccccc3)c1=S)C(C)(C)N2
    96	9	-6	-12	-0.6	1	1.9	0	-6	-3.1
28. Cc1ccc2c(Cl)c(C)c(N3CCCC3)nc2n1
    99	-2	-2	-3	0.3	0	1.0	0	0	-3.6
29. CC(Sc1n[nH]c(=O)n1Cc1ccccc1)C(=O)NCC1CCCO1 (stereo not drawn)
    91	0	0	-4	-0.2	1	1.5	2	-6	-2.5
30. CSc1ccc(S(=O)(=O)NCc2ccc(Cl)cc2)cc1
    95	-2	4	-1	0.0	0	-1.2	-4	6	10*
31. COc1cccc(C2CC(c3ccccc3)=NN2S(=O)(=O)c2ccc(C)cc2)c1OC (stereo not drawn)
    i	-6	0	-5	-0.3	-4	-2.9	-3	5	-0.5
32. CC(N)c1csc(Nc2nccc(C(F)(F)F)n2)n1 (stereo not drawn)
    103	11	-12	0	-0.2	2	-1.1	3	-4	-1.9
33. O=C(Nc1ccccc1Cl)c1cc(S(=O)(=O)N2CCC3(CC2)OCCO3)ccc1F
    98	18	-2	-2	-0.1	2	2.7	-4	-3	3.0
34. Cc1cc(=O)[nH]c(NN=C(CC(C)C)CC(C)C)n1
    97	4	2	-3	0.2	-2	-1.7	-5	-1	-2.5
35. Cc1cc(C)cc(OCC(=O)OCCN2C(=O)c3ccccc3C2=O)c1
    90	-3	0	11	0.1	3	1.1	2	4	2.0
36. Cn1c(N)c(C(=O)COC(=O)CCc2c[nH]c3ccccc23)c(=O)n(C)c1=O
    99	13	-1	-8	0.5	3	0.8	-2	-3	-1.9
37. O=C1c2ccccc2NC(c2cccc(Cl)c2)N1N=C1CCCCCC1 (stereo not drawn)
    94	11	0	-8	0.1	-2	-2.8	2	-2	1.8
38. CCOC(=O)c1[nH]c2ccc(OC)cc2c1NC(=O)CCN1CCSCC1
    102	1	1	-4	0.1	-3	-0.1	-2	-1	-1.1
39. CCN(CC)CCN(C)c1ccc(N2C(=O)C3CC=CCC3C2=O)cc1[N+](=O)[O-] (stereo not drawn)
    91	8	-4	3	0.4	-1	-0.2	2	-5	-0.5
40. COc1cc(-c2ccc(N3C(c4ccsc4)=Cc4ccccc4C3CC(C)=O)cc2)cc(OC)c1OC (stereo not drawn)
    95	nt	-5	nt	0.3	nt	0.3	-3	-7	nt
41. c1ccc(CNc2ncnc3ccccc23)cc1
    97&98	13&-5	-2&-1	-14&-34	5.3&1.1	-7&-5	4.9&3.6	1&-2	-3&-12	1.6&1.3
42. O=C(CN1CCC(Cc2ccccc2)CC1)NCCc1ccc(F)cc1
    82	-3	13	4	-0.1	-1	-0.3	-4	10	1.4
43. Cc1ccc2c(Cl)cc(Cl)c(OCC(=O)OCC(=O)Nc3ccc(C#N)cc3)c2n1
    89	5	1	4	0.4	2	-0.7	3	0	-0.9
44. Cc1nn(Cc2ccccc2)c(C)c1C(=O)N1CCN(CC(=O)Nc2ccc(F)cc2)CC1
    100	2	19	0	0.0	1	-2.6	1	0	-0.2
45. O=C(CCc1nc(-c2ccccc2F)no1)NCCN1CCN(Cc2ccccc2)CC1
    97	5	-12	-3	0.2	-2	1.3	-12	-4	-0.6
46. CCc1cc2c(N[C@@H](Cc3c[nH]c4ccccc34)C(=O)O)ncnc2s1
    103	17	2	-6	0.0	5	2.3	4	6	0.0
47. Cc1ccccc1C(=O)NCCCn1ccnc1
    97	-2	6	4	-0.1	1	-0.3	4	3	-2.1
48. O=C(NCCCCCCNC(=O)c1ccccc1O)c1ccccc1O
    95	-1	10	-13	0.3	2	-0.4	-2	-8	-1.7
49. COc1cc(C(=O)OCC(=O)N2CCCC2=O)cc(OC)c1C
    91	-4	-1	-2	0.0	0	0.0	4	7	-1.1
50. CCN(C[C@H]1N[C@@](Cc2ccccc2)(C(=O)OC)[C@H]2C(=O)N(Cc3ccccc3)C(=O)[C@@H]12)S(=O)(=O)c1ccc(-c2ccccc2)cc1
    100	14	1	-4	0.0	-2	0.0	-2	-1	2.1
51. COc1cccc(CNC(=O)Cn2ncc3c(=O)oc4ccccc4c32)c1
    97	3	0	-7	0.2	0	0.6	5	-1	-2.5
52. CCN1CCCC1CN(Cc1cc2ccc(C)cc2[nH]c1=O)C(=S)Nc1ccc(OC)cc1 (stereo not drawn)
    105	7	7	-15	0.0	-5	-1.9	-5	-5	0.1
53. COc1ccc(-n2nc3c(N4CCC(C(=O)NCc5ccco5)CC4)nnc(C)c3c2C)cc1
    103	6	-1	0	1.0	3	-0.3	-3	9	-1.2
54. COc1ccc(C2=CC(=O)C[C@H](CN3C(=O)c4ccccc4C3=O)N(C(=O)OC(C)(C)C)O2)cc1
    97	2	2	1	0.1	-1	1.2	15*	10	1.2
55. CCOc1ccc(CC(=O)Nc2ccc(-c3ccc4nnc(C)n4n3)cc2)cc1
    96	10	0	7	0.0	15	0.2	3	-1	-0.2
56. OCCNCc1cc(Br)ccc1OCc1ccccc1
    102	-2	-5	-7	0.6	0	-2.9	-7	-2	-0.7
57. COc1ccc(S(=O)(=O)N2CCC(C(=O)Oc3c(OC)cccc3OC)CC2)cc1OC
    97	-6	-8	7	-0.3	2	0.0	1	2	-0.7
58. Cc1ccc2cc(C)c(NCCO)nc2c1
    87	1	1	9	0.1	3	2.3	-2	7	-0.9
59. O=C(CCc1nc2ccccc2c(=O)[nH]1)OCc1cccc(C(F)(F)F)c1
    101	5	0	13	-0.1	3	-0.9	1	-1	4.0
60. COc1ccc(Br)cc1CNC(=O)CN1C(=O)C(c2ccccc2)Oc2cccnc21 (stereo not drawn)
    94	18	11	-5	0.0	-4	1.9	-3	0	3.6
61. CC(=O)c1cc2c(O)c(O)ccc2o1
    96	0	-6	17	0.4	2	-0.4	-2	-10	-1.9
62. CCCCCCCN(c1ccccc1)[C@@H]1C[C@H]2CCCC(=O)N3CC[C@@H](C1)[C@@H]23
    95	34*	-2	-15	0.7	-8	2.7	-3	-6	3.7
